# HSF1 activator = HSF-1 activators, primary screen, NIH3T3-HGL cells, MG132 stress, luminescence, single point; NIH3T3-HGL HSF-1 luciferase reporter, 8 h; 100% = twice DMSO control signal; 1.7% of 300,000 active; AID 504408, 2011; activation, % at 9 µM;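 active means mean replicate activation of at least 50% with a set share of replicates each reaching 50%; inconclusive means only one of those two conditions met; inactive means mean below 50% and too few replicates reaching it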;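 further: 0% = median of the neutral control wells and 100% = twice that signal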
# PolyA inhibitor = polyadenylation inhibitors in yeast reporter cells, primary screen, luminescence, S. cerevisiae | S. cerevisiae SKY197-pL101 polyadenylation reporter, beta-gal luminescence; efflux-impaired pdr1/pdr3 knockout yeast; score 100 = 6 SD above DMSO | calls only at 12 µM | 0.02% of 300,000 active;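 active means lowest replicate activity score at least 50, where 100 means six control SD above control mean; inconclusive means lowest score under 50 but half or more replicates reach 50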;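 further: yeast exposed to compound for 9 h at 30 °C; higher score means more reporter readthrough which indicates perturbed polyadenylation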
# HSP90 refold inh = HSP90 inhibitors, primary screen, cell lysate, luminescence; Heat shock protein HSP 90 (rabbit reticulocyte lysate; luciferase refolding); AID 1789, 2009; 0.91% of 290,000 active; Rabbit reticulocyte lysate, luciferase refolding luminescence, 3 h; inhibition, % at 5.6 µM;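 active means inhibition above the screen-wide mean plus 3 SD, computed separately per campaign, cut at about 16% in these data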;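 further: 0% = DMSO wells and 100% = 60 µM geldanamycin wells; inhibitors lower the luminescence because luciferase stays unfolded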
# GSK3beta inhib = human GSK3beta kinase inhibitors, primary screen, biochemical, cell-free homogeneous, HTS | 0.038% of 300,000 active | AID 2097, 2009 | GST-GSK3beta kinase, ADP-Glo luminescence, 60 min; hits give low values | Glycogen synthase kinase-3 beta (Homo sapiens), P49841 | activity score (negative = inhibition), % at 10 µM;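 active means more than half of replicate wells score below -50%, meaning over 50% inhibition versus plate controls; inconclusive means some replicates but at most half score below -50%; inactive means no replicate scores below -50%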;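 further: 0% = median DMSO wells and -100% = median GW8510 positive control wells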
# Target sequence (P49841 whole entry, looked up): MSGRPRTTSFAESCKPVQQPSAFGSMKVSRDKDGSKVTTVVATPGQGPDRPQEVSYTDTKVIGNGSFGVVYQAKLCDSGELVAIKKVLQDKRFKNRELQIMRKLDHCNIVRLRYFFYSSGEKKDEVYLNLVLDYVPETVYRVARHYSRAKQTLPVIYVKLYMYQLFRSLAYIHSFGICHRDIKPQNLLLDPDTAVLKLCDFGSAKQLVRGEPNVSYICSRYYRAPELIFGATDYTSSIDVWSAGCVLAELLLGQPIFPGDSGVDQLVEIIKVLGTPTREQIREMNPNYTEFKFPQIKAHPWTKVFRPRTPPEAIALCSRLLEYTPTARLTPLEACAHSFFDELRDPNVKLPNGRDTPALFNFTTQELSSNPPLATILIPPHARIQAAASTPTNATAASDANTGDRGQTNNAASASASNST
#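 test system = GST-tagged human GSK3beta kinase, cell-free | reagent = 25 µM ATP with peptide substrate | dosing = one dose of 10 µM per compound | schedule = 60 min reaction, RT | detection = luminescent ADP-Glo measurement of ADP formed | control set = DMSO neutral wells and GW8510 at 20 µM as positive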
# GSK3A inh = blockers of GSK3A enzyme activity – biochemical, luminescence, cell-free homogeneous, HTS, primary screen. inhibition, % at 10 µM. AID 2650, 2010. GSK-3 alpha kinase, ADP-Glo luminescence, 60 min. Glycogen synthase kinase-3 alpha (Homo sapiens), P49840. 0.1% of 320,000 active;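 in the data active means inhibition above about 50%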;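 further: GST-tagged GSK-3 alpha with peptide substrate and 25 µM ATP; 0% = DMSO neutral wells and 100% = GW8510 positive control wells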
# Target sequence (P49840 whole entry, looked up): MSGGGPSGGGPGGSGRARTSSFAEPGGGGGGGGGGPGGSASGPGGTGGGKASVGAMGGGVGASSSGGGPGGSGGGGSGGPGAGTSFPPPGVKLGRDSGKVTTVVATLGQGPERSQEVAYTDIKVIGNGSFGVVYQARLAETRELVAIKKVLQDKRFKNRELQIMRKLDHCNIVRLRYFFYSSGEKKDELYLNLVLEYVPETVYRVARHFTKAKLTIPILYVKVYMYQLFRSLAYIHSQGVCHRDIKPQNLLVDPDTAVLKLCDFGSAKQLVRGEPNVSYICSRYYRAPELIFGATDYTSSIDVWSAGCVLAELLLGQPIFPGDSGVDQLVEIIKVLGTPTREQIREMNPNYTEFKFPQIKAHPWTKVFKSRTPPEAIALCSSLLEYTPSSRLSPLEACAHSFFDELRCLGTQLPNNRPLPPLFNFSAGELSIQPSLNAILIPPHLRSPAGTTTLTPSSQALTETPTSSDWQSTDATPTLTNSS
# IEC-6 tox = cytotoxicity in IEC-6 intestinal epithelial cells, primary screen, cytotoxicity control for KLF5 inhibitor project, cell-based, luminescence; IEC-6 cytotoxicity, luminescence viability; inhibition, % at 5 µM; 0.78% of 290,000 active; AID 1825, 2009; in the data active means inhibition above about 22%;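 further: 0% = plate median of test compound wells and 100% = cytotoxic reference compound wells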
# HSF1 inhib = HSF1 inhibitors in luciferase reporter cells, primary screen, cell-based, NIH3T3, luminescence; 0.77% of 300,000 active; activity change, negative = inhibition, % at 7.5 µM (by protocol); NIH3T3-HGL HSE-luciferase, MG132-induced, luminescence 8 h; hits give low values; AID 2098, 2009;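 active means more than half of replicate wells show activity change below -50%, luminescence cut by over half; inconclusive means some wells, but at most half, below -50%; inactive means no replicate well below -50%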;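 further: luciferase reports HSF-1 transcriptional activity via heat shock element; 0% = median of DMSO wells and -100% = zero luminescence signal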
# AI-2 QS modul = Vibrio harveyi AI-2 quorum sensing modulators, primary screen, JMH597 strain, luminescence/OD600 ratio | Vibrio harveyi JMH597 AI-2 luminescence/OD600 ratio, 9 h; hits give low values; strain lacks LuxN and CqsS sensors; 0 = neutral-control median | activity change, % at 7.5 µM | 0.4% of 300,000 active; in the data active means activity change below about -75%, passing the limit was not always enough; inconclusive means no clear call, values can overlap the other calls;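 further: luminescence divided by OD600 gain over 9 h not by final OD600 alone; inactives centre near 13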
# KLF5 inh = KLF5 expression inhibitors, primary screen, DLD-1 cells, luminescence. 0.23% of 290,000 active. DLD-1 KLF5 promoter-luciferase reporter. AID 1700, 2009. inhibition, % at 5 µM;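 active means inhibition above a per-plate limit of that plate's mean compound inhibition plus 3 SD, cut at about 60% in these data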;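 further: 0% = DMSO wells and 100% = LY294002 at 200 µM; higher means less KLF5 promoter-driven luciferase light; inactives centre near -14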
# aSyn 5UTR inh = MLPCN primary screen, SNCA 5' untranslated region; alpha-synuclein 5'UTR reporter, inhibitor activity; 0.82% of 300,000 active; AID 1813, 2009; inhibition, % (tested at 7.5 µM); in the data active means inhibition above about 60%; inconclusive means no clear call, values can overlap the other calls;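 further: H4 neuroglioblastoma cells stably carrying SNCA 5'UTR luciferase fusion; 0% = DMSO wells and 100% = positive control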
# Numbers without * were called inactive; i = inactive; ? = inconclusive; . = not tested or not shown. A portion of the library; count on the stated rates, not on these rows.
SMILES	HSF1 activator	PolyA inhibitor	HSP90 refold inh	GSK3beta inhib	GSK3A inh	IEC-6 tox	HSF1 inhib	AI-2 QS modul	KLF5 inh	aSyn 5UTR inh
FC(F)(F)c1ccncc1-c1nnnn1-c1ccc(Cl)cc1	-3	i	0	-1	-3	-2	-6	15	-9	-30
CN(CC(=O)NCc1cccs1)CC(=O)Nc1ccc(F)c(F)c1F	-15	i	-1	-2	2	-2	-2	5	2	-5
O=C(NC(Cc1ccccc1)c1nc2ccccc2[nH]1)c1ccc(Cl)c([N+](=O)[O-])c1 (stereo unspecified)	18	i	-2	-4	-1	4	8	0	-41	-17
Cn1ccnc1C(=O)c1ccccc1Cl	-10	i	2	-2	0	4	-3	3	-15	-6
CSc1ccccc1C(=O)NCCc1ccc(S(=O)(=O)N2CCCCC2)cc1	7	i	2	6	-1	2	2	15	-12	-2
CN=c1scc(-c2ccccc2Br)n1/N=C/c1ccc[nH]1	4	i	62*	4	-2	-4	-6	-1	-27	64*
CCCCCCC(=O)NNC(=O)CC(=O)Nc1ccccc1C(=O)O	3	.	-6	0	-1	1	-11	30	-8	12
COc1cc(OC)cc(N(C(=O)c2ccco2)C(C(=O)NC2CCCC2)c2ccc(N(C)C)cc2)c1 (stereo unspecified)	35	i	4	-6	-2	0	8	8	-10	13
Cc1cc(C)cc(C(=O)N2CCN=C2c2ccccc2)c1	26	i	-1	1	.	2	3	26	-6	5
CN1CC=C2C(C#N)=C(N)C(C#N)(C#N)[C@H](c3cccs3)[C@H]2C1	14	i	7	-22	21	-3	2	9	-5	-6
COc1ccc(C2CC2/C(C)=N/OC(=O)c2cccs2)cc1 (stereo unspecified)	0	i	2	3	-1	-2	3	6	-16	5
Nc1nc2n(n1)C(c1cccs1)CC(c1ccc(Br)cc1)N2 (stereo unspecified)	6	i	5	1	-1	2	-1	24	-35	29
CCCOc1ccc(NC(=O)CC2Nc3ccccc3NC2=O)cc1 (stereo unspecified)	-8	i	-6	2	-1	-6	-5	21	2	-33
COc1ccc(NC(=O)C(Cc2ccccc2)n2cccc2)c(OC)c1 (stereo unspecified)	2	i	4	-2	1	3	-6	-5	-9	24
COc1ccc(-n2cnc3scc(-c4ccc(OC)c(OC)c4)c3c2=O)cc1	0	i	-2	0	0	2	-1	21	4	27
COCCCNCCOCCOc1ccccc1-c1ccccc1	-9	i	0	2	1	6	-8	5	-25	1
CC(=O)c1ccc(NC(=S)NCCc2ccccn2)cc1	-17	i	5	0	1	2	-3	20	-66	-35
CCCc1cc(=O)[nH]c(SCC(=O)c2cc(C)n(-c3cc(C)on3)c2C)n1	-5	i	-1	-1	-5	-2	-5	18	14	3
Cc1cc(C)cc(Nc2nc3c([nH]2)c(=O)n(C)c(=O)n3C)c1	-7	i	4	1	-2	-10	-3	20	-15	-38
Cc1ccc2c(c1)N(CC(=O)NCC1CCCO1)C(=O)C(C(C)C)O2 (stereo unspecified)	12	i	-5	0	-3	-9	-3	16	-23	6
Cc1ccc(CNC(=O)NC23CC4CC(CC(C4)C2)C3)cc1	18	i	-1	1	-1	-1	-1	2	-4	3
CCN1C(=O)c2cccc3c(N)ccc(c23)C1=O	-40	i	7	0	2	-1	-31	34	3	15
CCOC(=O)N1CCN(Cc2ccccc2F)CC1	-8	i	2	-1	0	0	-3	11	-14	-5
CCn1c(SCC(=O)N=Nc2c(O)[nH]c3ccccc23)nc2ccccc21	13	i	-1	10	5	3	-2	44	-8	-79
CC1(C)C(=O)OC(/C=C\c2cccc([N+](=O)[O-])c2)C(C)(C)C1=O (stereo unspecified)	22	i	-4	-4	1	-3	9	6	-3	16
O=C(Nc1ccc(OC(F)(F)F)cc1)c1cnc2n(c1=O)CCS2	10	i	.	-3	-2	.	4	12	.	-160
CCOC(=O)c1cc(-c2ccccc2)n(CC(=O)O)c1C	.	.	2	.	-7	1	.	.	-24	.
CN1C(C(=O)NCc2ccccc2)CC2Cn3c(nc4cc(Cl)c(Cl)cc43)C21 (stereo unspecified)	19	i	.	-3	0	.	-3	5	.	-12
Cc1ccc(C(=O)NC2CC3CCCC(C2)N3C(=O)NC2CCCCC2)cc1 (stereo unspecified)	-6	i	2	-2	.	-3	-1	12	6	20
COc1ccc(S(=O)(=O)NCC(=O)N(CC2CCCO2)C(C(=O)NC2CCCC2)C(C)C)cc1 (stereo unspecified)	16	i	0	2	-3	-1	-4	-3	-21	4
CCCC(C(=O)NCC1CCCO1)N(Cc1ccco1)C(=O)CNS(=O)(=O)c1ccc(F)cc1 (stereo unspecified)	7	i	2	1	0	-2	6	3	20	14
CCN(CC(=O)NCc1ccc(F)cc1)C(=O)c1cccnc1SC	14	i	-2	.	-1	4	-8	.	-4	3
O=C(O)CCN1C(=O)C2C3C=CC(C3)C2C1=O (stereo unspecified)	-7	i	1	-3	3	11	1	15	-8	11
COc1ccc(CCNC(=O)c2ccc(Cl)nc2)cc1	1	i	2	-3	-4	-1	-5	19	-43	-4
CCCCCn1c(N2CCN(Cc3ccccc3)CC2)nc2c1c(=O)[nH]c(=O)n2C	-5	i	2	-1	1	-5	-7	8	-1	32
C=CCSc1nc(=O)n2ccc(C)cc2n1	11	i	-7	1	1	6	5	-17	2	-54
Cc1c(NC(=O)CN(c2ccc(F)cc2)S(=O)(=O)c2ccccc2)c(=O)n(-c2ccccc2)n1C	-9	i	9	-2	-2	8	1	-7	-29	-1
O=C(C[n+]1cc(-c2ccc(Cl)c(Cl)c2)n2c1CCC2)N1c2ccccc2Sc2ccccc21	-1	i	6	-7	7	-3	-8	29	10	5
Cc1cc(C)n(CCc2nc(-c3ccc(C)o3)cs2)n1	18	i	4	-20	-3	-4	5	11	-20	-32
CCCCCCN1C2=NCCN2c2ccccc21	-2	i	-1	2	2	3	-5	9	-33	8
O=C(NCc1ccco1)C12CN(Cc3ccccc3)CC1C(c1ccc([N+](=O)[O-])cc1)=NO2 (stereo unspecified)	12	i	4	3	0	1	16	14	-23	-10
O=C(CCc1nc(-c2ccc(Cl)cc2)no1)NC1CCCC1	-1	.	-3	1	3	3	3	13	-27	0
Cc1ccc2nc(N3CCN(C(=O)c4ccco4)CC3)sc2c1	13	i	.	2	2	.	21	18	.	-216
COc1ccc(OC)c2sc(NC(=O)C3CC3)nc12	13	i	-1	-1	0	-1	-1	17	-10	-5
O=C(CSC1=NNC(c2ccccn2)S1)Nc1cccc(Cl)c1 (stereo unspecified)	-37	i	3	-1	-3	2	-27	31	-64	10
O=C(Nc1ccc(-c2nc3ncccc3o2)cc1)c1ccco1	45	i	-6	-4	.	-12	32	34	-119	-163
Cc1ccc(C)c(NC(=S)NC(NC(=O)Cc2ccccc2)C(Cl)(Cl)Cl)c1 (stereo unspecified)	-9	i	1	-2	-6	6	-13	20	-24	20
O=C(CSc1nnnn1-c1cccc2c1CCCC2)N1CCCC1	-19	i	1	0	2	-3	-3	-19	-21	-6
Nc1ccc(C(=O)N/N=C\c2cc(N=Nc3cccc4ccccc34)ccc2O)cc1	-5	i	0	-5	0	2	-12	0	4	50
C=CCN(CC=C)Cc1c(O)ccc2c(=O)c(-c3ccccc3)coc12	24	i	1	-2	1	-3	3	8	-18	4
Cc1ccc(OCCCCCN2CCOCC2)cc1	5	i	10	-2	-2	2	-8	25	-32	-13
CC(=O)Nc1ccc(Nc2nc3ccccc3nc2NS(=O)(=O)c2ccccc2)cc1	-4	i	1	-1	-2	-1	4	-8	-19	-8
O=C(O)c1cc(NCc2ccccc2C(F)(F)F)ccc1N1CCOCC1	0	i	-4	1	-1	-5	-1	16	-30	-3
O=C(NCc1n[nH]c(=S)n1-c1cccc(C(F)(F)F)c1)c1ccc(S(=O)(=O)N2CCCC2)cc1	4	i	2	-5	2	-5	6	13	-19	-9
CCC1Sc2ccccc2N(CC(=O)NCCC2=CCCCC2)C1=O (stereo unspecified)	29	i	3	1	-4	-2	15	0	-32	-13
Cc1cc2ccccc2c(=O)[nH]1	2	i	2	-1	7	7	-1	13	9	-9

# More records.
SMILES	HSF1 activator	PolyA inhibitor	HSP90 refold inh	GSK3beta inhib	GSK3A inh	IEC-6 tox	HSF1 inhib	AI-2 QS modul	KLF5 inh	aSyn 5UTR inh
Cc1ccccc1NC(=O)CSc1nnc2ccc(-c3cccnc3)nn12	-4	i	.	5	.	.	-2	34	.	13
CCN(CCn1cccn1)C(=O)CC1C(=O)NCCN1Cc1cccc(OC)c1OC (stereo unspecified)	17	i	-1	-1	0	3	0	1	-29	5
Cc1cc(OCCCCCN2CCCC2)ccc1Cl	-14	i	-3	-1	2	3	-12	13	-14	-18
O=C(Nc1ccccc1C(=O)N1CCOCC1)c1ccncc1	-5	i	2	0	-1	0	-4	20	-13	17
CC(C)Sc1ncnc2c1cnn2-c1ccccc1	50	i	-2	-1	-2	-1	27	6	-127	-82
Cc1ccc(C2CC(c3ccccc3OC(F)F)Nc3ncnn32)cc1 (stereo unspecified)	0	i	0	-2	0	-3	-4	7	-13	21
COc1cc2cc(Oc3ccc4ccc(=O)oc4c3)c(=O)oc2cc1OC1OC(COC(=O)CC(C)(O)CC(=O)O)C(O)C(O)C1O (stereo unspecified)	2	i	2	2	-2	-5	1	45	-3	-14
COc1ccc(C2C(C#N)=C(C)NC3=C2C(=O)CC(C)(C)C3)c(OC)c1 (stereo unspecified)	6	i	1	0	4	1	0	9	-27	-4
O=C(CCC1N=C2c3ccccc3N=C(SCC(=O)NCc3ccco3)N2C1=O)NCc1ccco1 (stereo unspecified)	-8	i	-2	0	-1	4	6	18	9	1
COC(=O)c1ccc(CSc2nnc(Nc3cccc(OC)c3)s2)o1	26	i	0	2	-4	3	-1	15	-4	-42
Cc1c(C)n(CCc2ccccc2)c2ncnc(NCCO)c12	?	i	1	0	2	3	43	-5	-175	-146
